RGS4 inhibitor: blocks human RGS4-accelerated GTP hydrolysis; P49798; Transcreener GDP fluorescence polarization, RGS4-accelerated GTP hydrolysis; Potency, µM (doses to about 114 µM), for the others: top-dose activity change, negative = inhibition, most hits filed as inhibitors; actives 0.039% (n = 390,000); further: on the % scale 0 is the no-effect control and ±100 the full control effect; nearly all actives have a fitted effect of over 75% in size; some results filed as inactive show a strong effect at the top dose
Target sequence (P49798 whole entry, looked up): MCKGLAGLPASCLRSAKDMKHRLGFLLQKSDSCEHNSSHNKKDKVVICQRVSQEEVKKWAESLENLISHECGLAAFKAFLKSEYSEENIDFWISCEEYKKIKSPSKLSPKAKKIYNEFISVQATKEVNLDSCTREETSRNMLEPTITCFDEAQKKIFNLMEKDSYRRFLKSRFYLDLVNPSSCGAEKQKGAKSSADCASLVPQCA
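MLSMR compounds (23 nl, pin-transferred) preincubated 10 min at room temperature with a 500nM (2x) first reagent, then RGS4 at 900nM (2x) plus Transcreener GDP mix added; fluorescence polarization (620/688 nm) read before and after 90 min at 30 °C.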
TrxR1 substrate: substrates of rat thioredoxin reductase 1. Potency, µM (doses to about 114 µM), without a hit: top-dose activity change, negative = substrate turnover. O89049. purified TrxR1 substrate turnover, NADPH consumption readout. actives 0.01% (n = 390,000); further: on the % scale 0 is the no-effect control and ±100 the full control effect; nearly all actives have a fitted effect of over 50% in size
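Rat TrxR1, dispensed at 90 nM, was prereduced with 400 uM NADPH (final) for 5 min at ~22 deg C, then incubated with compound 15 min before 400 uM selenite. A first-read NADPH fluorescence drop versus no-compound background flagged substrates.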
Vif-A3G inh: Vif-A3G binding inhibition. Q9HC16. HeLa A3G-eYFP + Vif (tagged APOBEC3G with the HIV-1 protein that degrades it), YFP fluorescence, overnight. Potency, µM (highest dose often 46.1 µM), inactives show at the top dose activity, negative = active, most hits filed as inhibitors. actives 0.076% (n = 410,000);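 further: on the % scale 0 is the no-effect control and ±100 the full control effect; nearly all actives have a fitted effect of over 60% in size; hits raise eYFP signal because A3G escapes Vif-driven loss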
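HeLa cells stably expressing Vif and C-terminally eYFP-tagged A3G, seeded overnight at 37 deg C, then exposed to compound by pintool overnight at 37 deg C. Rise in yellow fluorescence (Ex 488/Em 500-530, Acumen) marks blocked Vif-driven A3G degradation.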
USP1 inh: inhibitors of human USP1/UAF1 deubiquitinase; recombinant USP1/UAF1, Ub-Rhodamine cleavage fluorescence; actives 0.23% (n = 390,000); Potency, µM (series often up to 57.1 µM), for inactives: top-dose activity change, negative = inhibition, most hits filed as inhibitors; O94782; further: on the % scale 0 is the no-effect control and ±100 the full control effect; nearly all actives have a fitted effect of over 60% in size; inactives centre near -12
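USP1/UAF1 complex at 1 nM was preincubated with compound for 15 min at room temperature, then Ub-Rho substrate (150nM final) was added. Fluorescence (480/540 nm) was read kinetically, 6 reads every 60 seconds.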
Vif-APOBEC3F blk: Vif-A3F binding inhibition; HeLa A3F-eYFP + Vif (tagged APOBEC3F with the HIV-1 protein that degrades it), YFP fluorescence increase; Potency, µM (highest dose often 46.1 µM), without a hit: top-dose activity, negative = active; actives 0.2% (n = 390,000); further: % of control where 0% means no effect; nearly all actives have a fitted effect of over 65% in size
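HeLa cells stably expressing Vif plus C-terminally eYFP-tagged A3F were seeded, incubated overnight at 37 deg C, dosed with compound, incubated overnight again at 37 deg C. Yellow fluorescence (Ex 488/Em 500-530) reported blocked Vif-mediated A3F-eYFP degradation.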
ALOX12 inh: ALOX12 (human) lipoxygenase inhibition; P18054; purified 12hLO, xylenol orange hydroperoxide absorbance; Potency, µM (highest dose often 108 µM), inactives show top-dose activity change, negative = inhibition, hits mostly inhibitors; actives 1.1% (n = 580,000); further: on the % scale 0 is the no-effect control and ±100 the full control effect
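Purified human 12hLO at 150 nM in 25 mM Hepes, 0.01% Triton X-100, pH 7.0, preincubated 15 min at room temperature with compound. Reaction started with 40 uM arachidonic acid, 30 min at room temperature. Hydroperoxide measured by Fe-xylenol orange, 573/405 nm absorbance ratio.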
RXFP1 ag: activates the human relaxin receptor RXFP1. Q9HBX9. HEK293T-RXFP1 cAMP TR-FRET, 30 min; response scale: percent of porcine relaxin response, buffer zero. Potency, µM (doses to about 57.5 µM), without a hit: at the highest dose activation, hits mostly activators. actives 0.3% (n = 370,000); further: on the % scale 0 is the no-effect control and ±100 the full control effect; nearly all actives have a fitted effect of over 60% in size; many of its hits are not listed in these tables
Target sequence (Q9HBX9 whole entry, looked up): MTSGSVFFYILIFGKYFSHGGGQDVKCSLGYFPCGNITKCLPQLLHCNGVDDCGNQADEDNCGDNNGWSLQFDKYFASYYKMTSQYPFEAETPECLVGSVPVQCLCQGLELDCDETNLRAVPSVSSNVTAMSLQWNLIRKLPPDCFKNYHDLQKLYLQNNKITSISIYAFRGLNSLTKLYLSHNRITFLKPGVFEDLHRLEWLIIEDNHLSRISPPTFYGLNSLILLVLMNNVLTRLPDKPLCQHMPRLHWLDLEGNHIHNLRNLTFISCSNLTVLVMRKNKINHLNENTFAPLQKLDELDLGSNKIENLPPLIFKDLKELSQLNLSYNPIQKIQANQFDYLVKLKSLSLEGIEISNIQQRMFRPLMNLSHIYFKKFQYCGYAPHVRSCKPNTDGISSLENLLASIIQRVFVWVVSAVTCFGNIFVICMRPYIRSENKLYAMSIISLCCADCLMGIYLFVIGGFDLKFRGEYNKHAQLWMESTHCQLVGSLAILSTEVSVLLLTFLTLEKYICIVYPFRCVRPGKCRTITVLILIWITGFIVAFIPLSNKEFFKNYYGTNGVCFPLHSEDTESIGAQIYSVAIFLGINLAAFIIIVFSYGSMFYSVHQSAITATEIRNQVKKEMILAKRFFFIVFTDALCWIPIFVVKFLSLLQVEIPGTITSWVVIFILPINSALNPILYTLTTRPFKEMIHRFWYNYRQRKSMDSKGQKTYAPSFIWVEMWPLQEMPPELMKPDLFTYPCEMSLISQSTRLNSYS
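HEK293 cells stably expressing RXFP1, treated 30 min at 37C with compounds plus PDE4 inhibitor Ro 20174; cAMP measured by HTRF TR-FRET. Normalized to buffer and 29 nM porcine relaxin; EC50 by Hill fit.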
mIDH1 inhibitor: inhibitors of human mutant IDH1 R132H | O75874 | IDH1-R132H enzyme, NADPH consumption, diaphorase/resazurin fluorescence | Potency, µM (series often up to 76.6 µM), for the others: top-dose activity change, negative = inhibition, usual class: inhibitors | actives 0.093% (n = 390,000); further: on the % scale 0 is the no-effect control and ±100 the full control effect; nearly all actives have a fitted effect of over 65% in size
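IDH1-R132H (0.5 ug/mL dispensed) in pH 7.5 Tris buffer was preincubated 30 min with compound, then given a substrate mix of 0.016 mM NADPH and 2 mM alpha-KG for 80 min at room temperature; remaining NADPH was read by diaphorase/resazurin fluorescence.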
TrxR1 inh: rat TrxR1 inhibition; recombinant rTrxR1, NADPH fluorescence consumption, selenite substrate; Potency, µM (highest dose often 114 µM), inactives show at the highest dose activity change, negative = inhibition, most hits filed as inhibitors; O89049; actives 1% (n = 390,000); further: on the % scale 0 is the no-effect control and ±100 the full control effect; nearly all actives have a fitted effect of over 65% in size
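Rat TrxR1 (90 nM in the dispensed reagent) was pre-reduced with 400 uM NADPH for 5 min at room temperature, then incubated with compound for 15 min. After 400 uM selenite was added, NADPH fluorescence (Ex 340/Em 450 nm) was followed for 8 min.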
Active calls of the source: *; ? = inconclusive; . = not tested or not shown; & = joins results of further samples; [ ] = remark or other dose. The call rests on the fitted dose curve; in most records, active means well fitted curve in the direction sought with a large enough effect; inconclusive means small, poorly fitted or top-dose-only effect, or another doubt; inactive means no such curve, though single readings can be large; an effect the other way counts as inactive or inconclusive. Potency means the concentration at half of the fitted maximal effect. An excerpt; the hit share may differ from the screen's.

smiles,RGS4 inhibitor,TrxR1 substrate,Vif-A3G inh,USP1 inh,Vif-APOBEC3F blk,ALOX12 inh,RXFP1 ag,mIDH1 inhibitor,TrxR1 inh
O=[N+]([O-])c1cc(/C=N/n2cnnc2)ccc1N1CCCC1,-21%,-19%,-14%,-17%,?,-1%,0.6%,-2%,-6%
O=C(N/N=C1\SCC(=O)N1CCc1ccccc1)c1cccs1,26%,-1%[57.1 µM],2%,-11%,14%,2%,0.5%,7%,5%[57.1 µM]
CCOC(=O)c1c(C)[nH]c(C)c1S(=O)(=O)N(C)CC(=O)NCc1cccc(C)c1,6%,-2%,3%,-18%,-5%,2%,1.1%,3%,21%
O=C(Nc1ccc(C(=O)NC2CCCCC2)cc1)c1cccnc1,-15%,0%[57.1 µM],-2%,-6%,-6%,37%[activator],2.8%,6%,15%[57.1 µM]
O=C(COc1ccc(Cl)cc1)N1CCN(c2ncccn2)CC1,-7%,4%,0%,-9%,-1%,497%[activator],1.7%,2%,7%
CCCCN1C(=O)C(O)(CC(=O)c2ccc(C(C)(C)C)cc2)c2ccccc21 (stereo not given),-4%,-3%,-13%,13%,0%,3%,5.1%,4%,-3%
Cn1c(CC(=O)Nc2ccccc2)nnc1SCC(=O)c1ccccc1,-18%,-12%,0%,-14%,2%,-10%,1.1%,0%,2%[57.1 µM]
CN(C)/C=C/C(=O)c1cc(F)cc(C(F)(F)F)c1,-29%,-9%,-4%,-24%,-7%,?,2.5%,-5%,7%[57.1 µM]
COc1cc(C)ccc1S(=O)(=O)NC1CC(C)(C)NC(C)(C)C1,5%,1%,0%,-23%,-21%,-2%,-1.6%,-8%,8%
COCCN(C(=O)COC(=O)Cc1cccc(OC)c1)c1c(N)n(CC(C)C)c(=O)[nH]c1=O,-8%,-10%,3%,-1%,2%,-2%,0.1%,-5%,-12%

Six of these compounds in another layout:
Values in the order: RGS4 inhibitor	TrxR1 substrate	Vif-A3G inh	USP1 inh	Vif-APOBEC3F blk	ALOX12 inh	RXFP1 ag	mIDH1 inhibitor	TrxR1 inh
> O=C(Nc1ccc(C(=O)NC2CCCCC2)cc1)c1cccnc1
  -15%	0%[57.1 µM]	-2%	-6%	-6%	37%[activator]	2.8%	6%	15%[57.1 µM]
> O=C(COc1ccc(Cl)cc1)N1CCN(c2ncccn2)CC1
  -7%	4%	0%	-9%	-1%	497%[activator]	1.7%	2%	7%
> CCCCN1C(=O)C(O)(CC(=O)c2ccc(C(C)(C)C)cc2)c2ccccc21 (stereo not given)
  -4%	-3%	-13%	13%	0%	3%	5.1%	4%	-3%
> Cn1c(CC(=O)Nc2ccccc2)nnc1SCC(=O)c1ccccc1
  -18%	-12%	0%	-14%	2%	-10%	1.1%	0%	2%[57.1 µM]
> CN(C)/C=C/C(=O)c1cc(F)cc(C(F)(F)F)c1
  -29%	-9%	-4%	-24%	-7%	?	2.5%	-5%	7%[57.1 µM]
> COc1cc(C)ccc1S(=O)(=O)NC1CC(C)(C)NC(C)(C)C1
  5%	1%	0%	-23%	-21%	-2%	-1.6%	-8%	8%

Next results follow.
smiles,RGS4 inhibitor,TrxR1 substrate,Vif-A3G inh,USP1 inh,Vif-APOBEC3F blk,ALOX12 inh,RXFP1 ag,mIDH1 inhibitor,TrxR1 inh
c1ccc2c(N3CCOCC3)nc(-c3ccncc3)nc2c1,-18%,-12%,0%,8%,-10%,62%[activator],0.9%,4%,1%[57.1 µM]
Cc1cc(NC(=O)COC(=O)c2cccc(S(=O)(=O)N3CCOCC3)c2)no1,-10%,7%,-6%,-19%,1%,-1%,0.4%,6%,21%
CCc1ccc(OCc2nnc(SCCN3CCOCC3)n2C)cc1,-15%,0%[57.1 µM],0%,-10%,-5%,-21%,-0.2%,9%,6%[57.1 µM]
N#Cc1c(-c2cccs2)cc(C2CC2)nc1SCC(N)=O,-4%,12%,1%,-12%,7%,145%[activator],?,1%,5%[57.1 µM]
Cc1nn(C)c(C(=O)NC(=S)Nc2ccccc2O)c1Cl,-27%,-4%,-1%,-16%,-6%,-2%,4.0%,0%,11%
COc1cccc(/C=N/NC(=O)C(=O)NCc2cccnc2)c1,-2%,0%,-1%,10%,-7%,-5%,1.2%,1%,-13%
N#CCC(C(=O)c1cccnc1)c1ccccc1 (stereo not given),.,.,0%,-4%,-2%,-18%,.,3%,.
N#Cc1sc2nc(-c3cccs3)cc(-c3ccc(F)cc3)c2c1N,-13%,2%,-8%,-23%,?,-18%,13%,3%,-16%
Cc1ccc(CNS(=O)(=O)c2c(C)[nH]c(=O)[nH]c2=O)cc1,-17%,-2%,0%,-20%,?,0%,1.6%,-5%,6%
CCOc1ccccc1NC(=O)COC(=O)c1nc2nccc(C)n2n1,2%,-2%[57.1 µM],0%,-9%,-9%,-4%,.,3%,-17%[57.1 µM]
O=c1cc(NC2CCCCCC2)[nH]c(=O)[nH]1,-5%,6%[57.1 µM],0%,-19%,-7%,0%,-1.5%,1%,-9%[57.1 µM]
O=S(=O)(c1cccc(F)c1)N1CCN(C(=S)NCc2ccccc2)CC1,-10%,-8%[57.1 µM],2%,-19%,-12%,-9%,2.3%,3%,11%[57.1 µM]
O=C(COc1ccccc1Br)N1CCNC1=O,-1%,1%,-2%,-21%,1%,-8%,-0.5%,0%,11%
Cc1ccc(C(=O)c2cn(Cc3ccccc3)c3ccccc3c2=O)cc1,-11%,3%,-6%,-27%,1%,-23%,-0.1%,8%,31%
CCOC(=O)C1(Cc2cccc(Cl)c2)CCCN(C(=O)c2cn[nH]c2)C1 (stereo not given),-1%,-7%,1%,4%,-5%,16%,-0.1%,1%,-11%
COc1ccccc1-c1nn2c(-c3cc(C)[nH]n3)nnc2s1,-20%,-10%[0.0914 µM],0%,.,.,.,.,.,-14%
COc1ccc(CCNC(=O)Cc2nn(C)c(=O)c3ccccc23)cc1OC,-28%,-2%,1%,0%,3%,-23%,-0.4%,5%,0%
COC(=O)c1c(C)[nH]c(C(=O)OCC(=O)N2c3ccccc3NC(=O)C2(C)C)c1C,-1%,-8%,-6%,-8%,-14%,17%,0.3%,0%,-10%
Cc1cccc(N=C2NC(=O)/C(=C/C=C/c3ccco3)S2)c1,-33%,-18%,?,-17%,-3%,45µM*,0.2%,2%,?
Cc1ccc(CCNC(=O)C2CC(c3ccc(C(F)(F)F)cc3)=NO2)cc1 (stereo not given),14%,7%[57.1 µM],-3%,-20%,3%,0%,0.0%,6%,5%[57.1 µM]
CCCc1ccc(C(=O)Cn2nc(C(=O)O)c3ccccc3c2=O)cc1,-16%,9%[57.1 µM],-6%,-21%,-14%,1%,1.7%,-2%,35%[57.1 µM]
Cc1ccc(S(=O)(=O)N2CCN(C(=O)COC(=O)CCOc3ccc(C(C)(C)C)cc3)CC2)cc1,10%,-3%[57.1 µM],0%,-17%,5%,-28%,0.2%,-10%,7%[57.1 µM]
O=C(NCC(=O)N(c1ccc(F)cc1)C(C(=O)NC1CCCCC1)c1ccncc1)c1ccco1 (stereo not given),-6%,7%,2%,-11%,1%,6%,-1.4%,0%,32%
CCN(Cc1ccncc1)Cc1ccc(OC)c(OC)c1,28%,5%,0%,-18%,5%,?,-2.3%,1%,-19%
O=C(CCC(=O)c1cccs1)Nc1nc2ccccc2s1,-5%,3%,-4%,-13%,1%,-8%,.,0%,16%[0.0914 µM]
Cc1ccc2c(c1)N1C(=O)c3ccccc3C1C1=C(CC(C)(C)CC1=O)N2 (stereo not given),10%[56.9 µM],-8%,1%,-9%,-1%,?,-0.1%,-6%,-7%
Cc1ccc(NC(=O)C2CCN(S(C)(=O)=O)CC2)c(C)c1,4%,0%,-8%,-17%,5%,1%,2.3%,7%,30%
CNC(=S)Nc1cc(C(F)(F)F)ccc1Cl,-7%,-3%,0%,0%,5%,-35%,0.5%,2%,-21%
CCOC(=O)C1CCN(c2cc3c(cc2NC(=O)c2ccccc2Cl)n(C)c(=O)n3C)CC1,2%&13%,-3%&-8%,0%&-10%,?,3%&1%,25%&-23%,-1.0%&5.3%,-26%&1%,18%&-2%
Cc1nc(N2CCOCC2)c2c(C(=O)N3CCN(c4cc(Cl)ccc4C)CC3)c(C)oc2n1,-5%,-3%,-2%,-22%,2%,-2%&0%,-0.8%,6%,21%
Cc1ccsc1C(=O)OCc1nc2ccccc2c(=O)[nH]1,-28%,7%,-12%,-9%,-7%,20%,0.4%,4%,15%
Cc1ccc(C(=O)O)cc1N1C(=O)c2cccc3c([N+](=O)[O-])ccc(c23)C1=O,-9%,-1%,16%,?,?,5µM*,2.5%,7%,?
